# Assay outcomes deposited in PubChem BioAssay by several laboratories.
# PKA-R2B act – activators of PKA-R2B holoenzyme, primary screen, biochemical, fluorescence polarization, Cy5-IP20, human. cAMP-dependent protein kinase catalytic subunit beta (Homo sapiens) + cAMP-dependent …. PKA-R2B holoenzyme dissociation; R2B truncated from residue 108, S112A mutant; 0% DMSO only, 100% 113 µM cGMP. activation, % at 11.4 µM. 340,000 tested, 0.079% active;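 active = activation above a cutoff set at the mean over all compounds plus 3 SD, cut at about 18% in these data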;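 also: higher means more holoenzyme dissociation and a rise in polarization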
# Target sequence (P31323 whole entry, looked up, other chains not shown, the tested form may be a part): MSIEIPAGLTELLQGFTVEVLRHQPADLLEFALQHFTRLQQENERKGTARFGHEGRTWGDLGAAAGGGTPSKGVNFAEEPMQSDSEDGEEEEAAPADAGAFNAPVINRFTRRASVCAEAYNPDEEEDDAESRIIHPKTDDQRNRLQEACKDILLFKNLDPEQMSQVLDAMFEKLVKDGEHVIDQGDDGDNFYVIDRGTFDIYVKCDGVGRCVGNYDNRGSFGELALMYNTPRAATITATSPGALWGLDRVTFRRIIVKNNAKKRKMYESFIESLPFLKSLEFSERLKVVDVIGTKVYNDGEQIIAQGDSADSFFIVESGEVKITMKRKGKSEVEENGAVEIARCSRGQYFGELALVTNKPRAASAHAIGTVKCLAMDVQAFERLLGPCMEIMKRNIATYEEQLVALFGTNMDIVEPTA
# NSD2 HMT inh – NSD2 histone methyltransferase inhibitors, primary screen, biochemical, AlphaScreen, single concentration, set 2; NSD2 peptide methylation, 120 min; AID 743445, 2014; Histone-lysine N-methyltransferase NSD2 (Homo sapiens), O96028; 310,000 tested, 0.54% active; inhibition, % at 12.5 µM; in the data active = inhibition above about 50%
# Arr AP2 block – inhibitors of beta-arrestin/AP2 binding, primary screen, biochemical, GPCR trafficking, flow cytometry. beta-arrestin 1 C-terminal peptide binding to AP2 beta2-adaptin appendage (human). FITC-arrestin peptide / GST-AP2 beads; AP2 beta2 appendage carries R879A mutation. inhibition, % at 10 µM. 340,000 tested, 0.31% active. AID 504490, 2011;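 active = inhibition above a set limit, near 3 SD of compounds lacking own fluorescence, cut at about 54% in these data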;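 also: plate controls were DMSO wells for no effect and 5 µM unlabelled arrestin peptide for full effect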
#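 Material – GST-tagged AP2 beta2-adaptin appendage (R879A) on 4 µm glutathione beads · Probe or stimulus – fluorescein-tagged arrestin peptide at 50 nM final · Timing – 12 min plus 1 h, RT · Detection – bead flow cytometry, FITC channel · Read-out basis – inhibition as reduced fluorescein signal on beads, percent · Medium – PBS plus Tween 20 (0.05%) and BSA (0.1%)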
# Keap1-Nrf2 PPI – Keap1-Nrf2 protein-protein interaction inhibitors, primary screen, biochemical, fluorescence polarization, single point. 340,000 tested, 0.15% active. Kelch-like ECH-associated protein 1 (Homo sapiens), Q14145. AID 504523, 2011. Keap1 Kelch-Nrf2 peptide fluorescence polarization, 1536-well. inhibition, % at 9.4 µM; in the data active = inhibition above about 12%;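 also: human Keap1 Kelch domain with fluorescein labeled Nrf2 9mer peptide probe; 0% = neutral control wells and 100% = peptide positive control; higher means more block of Keap1 binding to Nrf2 peptide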
# RTF Ca sens inh – cardiac RTF calcium sensitivity inhibitors, primary screen, biochemical, IANBD-TnC fluorescence, EC70 calcium. Troponin I, cardiac muscle (Homo sapiens) + Troponin T, cardiac muscle (Homo sapiens) + …. IANBD-labeled cardiac RTF, Ca2+ fluorescence. inhibition, % at 7.15 µM. 340,000 tested, 0.12% active. AID 493244, 2011;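 active = inhibition above the mean inhibition of all tested compounds plus 3 SD, cut at about 17% in these data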;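 also: assay run at fixed EC70 calcium of 1.6 mM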
# DAGLB inhibitor – DAGLB lipase inhibitors, primary screen, biochemical, fluorescence, HTS; Diacylglycerol lipase-beta (Homo sapiens), Q8NCG7; 340,000 tested, 0.059% active; inhibition, % at 5.17 µM; AID 504411, 2011; HEK293T DAGLB membrane lysate, EnzChek fluorogenic substrate; in the data active = inhibition above about 34%;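 also: 0% = enzyme with vehicle and 100% = wells lacking enzyme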
# SR-BI uptake up – activators of SR-BI mediated DiI-HDL uptake, primary screen, ldlA[mSR-BI] CHO cells, DiI fluorescence; activation, % at 12.5 µM; 3 h; 100 = double the neutral-control signal; 320,000 tested, 0.096% active;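 active = mean replicate activation of at least 60% and every replicate at or above 60%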;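 also: 0% = median plate neutral-control signal and 100% = twice that signal; values of inactives mirror those of a sister screen read the other way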
#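 Material: SR-BI-overexpressing, LDLR-lacking CHO cells; schedule: compound exposure 3 h, 37 °C; reagent: DiI-labelled HDL at 10 µg/mL final; technique: bottom-read fluorescence, 550/595 nm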
# PvdQ acylase – P. aeruginosa PvdQ acylase inhibitors, primary screen, biochemical, fluorescence, plate reader and imaging, single point. purified PvdQ acylase. 340,000 tested, 0.063% active. PvdQ acylase [Pseudomonas aeruginosa LESB58]. inhibition, % at 10 µM. AID 488965, 2010; in the data active = inhibition above about 30%, passing the limit was not always enough;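 also: 0% = vehicle neutral wells and 100% = reference inhibitor wells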
# SR-BI HDL uptake – inhibitors of SR-BI mediated HDL lipid uptake, primary screen, ldlA[mSR-BI] cells, fluorescence, single point. Scavenger receptor class B member 1 (Mus musculus), Q61009. 320,000 tested, 0.96% active. ldlA[mSR-BI] CHO cells, DiI-HDL uptake fluorescence, 3 h. AID 488896, 2010. inhibition, % at 12.5 µM;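 active = mean replicate inhibition of at least 70% and a set share of replicates each scoring 70 or more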;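 also: 0% = median of neutral control wells and 100% = median of positive control wells; values of inactives mirror those of a sister screen read the other way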
# Target sequence (Q61009 whole entry, looked up): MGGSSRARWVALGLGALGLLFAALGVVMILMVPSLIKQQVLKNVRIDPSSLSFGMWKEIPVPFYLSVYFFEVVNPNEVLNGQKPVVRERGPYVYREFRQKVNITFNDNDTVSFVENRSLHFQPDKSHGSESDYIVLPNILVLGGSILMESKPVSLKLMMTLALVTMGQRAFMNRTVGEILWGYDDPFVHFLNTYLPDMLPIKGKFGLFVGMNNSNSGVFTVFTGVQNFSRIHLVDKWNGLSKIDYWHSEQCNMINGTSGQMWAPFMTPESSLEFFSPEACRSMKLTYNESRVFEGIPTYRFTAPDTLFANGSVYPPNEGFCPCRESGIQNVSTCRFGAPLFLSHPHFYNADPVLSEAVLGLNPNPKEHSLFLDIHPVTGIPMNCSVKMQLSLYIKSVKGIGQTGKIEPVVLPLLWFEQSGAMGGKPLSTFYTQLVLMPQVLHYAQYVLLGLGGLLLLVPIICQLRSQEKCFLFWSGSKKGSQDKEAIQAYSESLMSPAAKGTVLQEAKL
# LANA DNA inh – inhibitors of KSHV C-LANA binding to DNA, primary screen, biochemical, fluorescence polarization, FAM-LBS DNA, MBP-C-LANA, single point. 340,000 tested, 0.078% active. AID 504423, 2011. inhibition, % at 9 µM. Kaposi's sarcoma herpesvirus LANA C-terminal domain (residues 932-1162) DNA binding;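 active = highest replicate inhibition at or above 60% at 9 µM, even if other replicates fall short; inactive = all replicates below 60% inhibition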;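 also: 0% = neutral control wells and 100% = 4 µM acridine orange control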
# Active calls of the source: *; nt = not tested or not shown. Rows are unselected, and some 2.1% of all compounds hit somewhere here.
SMILES,PKA-R2B act,NSD2 HMT inh,Arr AP2 block,Keap1-Nrf2 PPI,RTF Ca sens inh,DAGLB inhibitor,SR-BI uptake up,PvdQ acylase,SR-BI HDL uptake,LANA DNA inh
COc1ccc(NC(C)C(=O)N/N=C/c2ccc([N+](=O)[O-])s2)cc1 (centres undefined),-4,2,-13,3,3,6,4,-12,-4,0.1
Cc1c(C(=O)NC(C)CCc2ccccc2)cccc1[N+](=O)[O-] (centres undefined),-2,-4,5,-7,-3,-2,-21,-13,21,0.2
CCCn1c(Nc2ccccc2)nc2ccccc21,-14,1,-3,-5,16,0,-14,-2,14,1.4
Cc1ccc(CCNC(=O)C2CCCN(S(=O)(=O)c3cccs3)C2)cc1 (centres undefined),5,-1,-2,-3,7,-1,-33,-6,33,-3.0
Cc1ccc(Cn2c(C(C)Nc3nc(-c4ccc(F)cc4)cs3)nc3cc(C(=O)NCCCO)ccc32)cc1 (centres undefined),-8,nt,0,-6,-2,2,-3,-8,3,0.7
Cc1cn(C2C=CC(CO)O2)c(=O)[nH]c1=O (centres undefined),-1,-6,7,-4,2,-1,0,-17,0,-1.4
O=C(C[n+]1ccccc1)N/N=C/c1ccc(F)cc1,nt,-6,4,0,nt,nt,-2,-16,2,-0.7
COc1cc2c(c(NC(C)=O)c1)N(C(C)=O)CCC2,8,-1,13,-1,-2,1,9,-8,-9,-4.2
CCOc1cccc(CN2CCC(n3nccc3NC(=O)c3ccc4c(c3)OCO4)CC2)c1,-2,1,-2,-3,-2,0,nt,-6,33,1.0
OC(CN1C2=NCCN2c2ccccc21)c1ccccc1 (centres undefined),-9,0,0,-5,-1,1,1,-17,-1,0.4
C/C(=N\Nc1nc2ccccc2[nH]1)c1cc2ccccc2o1,3,-4,34,-2,-6,0,-15,16,15,-1.0
N=c1c(C(=O)NC2CCCCC2)cc2c(=O)n3ccccc3nc2n1Cc1ccc(F)cc1,3,3,-4,-6,5,3,5,-10,-5,8.6
CC(=O)Nc1ccc2c(c1)nc1n2CCN(C(C)c2ccccc2)C1 (centres undefined),-5,-1,8,-2,-6,0,nt,-11,nt,0.7
O=C(c1n[nH]c(=O)c2ccccc12)N1CCN(C2c3ccccc3-c3ccccc32)CC1,1,-3,1,-1,7,-2,17,-7,-17,-1.7
O=C(CCC(=O)N1CCOCC1)NCc1cccc(C(F)(F)F)c1,-10,-1,-14,-5,-2,0,19,-10,-19,-2.2
COc1ccc(N2Cc3cccc(C(=O)N4CCOCC4)c3C2=O)cc1,6,nt,8,-8,-3,-5,-4,-17,4,1.3
Cc1cc(Nc2ccccc2)nn1C(=O)c1ccc(Br)cc1,-4,-1,-8,-3,6,-1,-67,-7,67,0.4
CN(C(=O)CSc1nnc(-c2ccncc2)n1C)C1CCS(=O)(=O)C1 (centres undefined),6,-1,0,1,-8,1,24,-6,-24,-0.2
CC(=O)Nc1ccc(C(=O)NNC(=O)c2cccc(C)c2)cc1,14,-2,-5,0,-5,1,15,-14,-15,0.5
COc1ccccc1Nc1nc(N)nc(CN2CCN(c3ccccc3F)CC2)n1,8,2,21,-2,-2,-2,8,0,-8,-0.4

# An excerpt from above in order of length of the SMILES, smallest number first.
SMILES,PKA-R2B act,NSD2 HMT inh,Arr AP2 block,Keap1-Nrf2 PPI,RTF Ca sens inh,DAGLB inhibitor,SR-BI uptake up,PvdQ acylase,SR-BI HDL uptake,LANA DNA inh
Cc1cc(Nc2ccccc2)nn1C(=O)c1ccc(Br)cc1,-4,-1,-8,-3,6,-1,-67,-7,67,0.4
C/C(=N\Nc1nc2ccccc2[nH]1)c1cc2ccccc2o1,3,-4,34,-2,-6,0,-15,16,15,-1.0
CC(=O)Nc1ccc(C(=O)NNC(=O)c2cccc(C)c2)cc1,14,-2,-5,0,-5,1,15,-14,-15,0.5
COc1ccc(N2Cc3cccc(C(=O)N4CCOCC4)c3C2=O)cc1,6,nt,8,-8,-3,-5,-4,-17,4,1.3
COc1ccccc1Nc1nc(N)nc(CN2CCN(c3ccccc3F)CC2)n1,8,2,21,-2,-2,-2,8,0,-8,-0.4
CN(C(=O)CSc1nnc(-c2ccncc2)n1C)C1CCS(=O)(=O)C1 (centres undefined),6,-1,0,1,-8,1,24,-6,-24,-0.2
N=c1c(C(=O)NC2CCCCC2)cc2c(=O)n3ccccc3nc2n1Cc1ccc(F)cc1,3,3,-4,-6,5,3,5,-10,-5,8.6
O=C(c1n[nH]c(=O)c2ccccc12)N1CCN(C2c3ccccc3-c3ccccc32)CC1,1,-3,1,-1,7,-2,17,-7,-17,-1.7

# The listing continues:
SMILES,PKA-R2B act,NSD2 HMT inh,Arr AP2 block,Keap1-Nrf2 PPI,RTF Ca sens inh,DAGLB inhibitor,SR-BI uptake up,PvdQ acylase,SR-BI HDL uptake,LANA DNA inh
Cc1c(C(N)=O)sc2ncn(CC(=O)OC(C)C)c(=O)c12,3,-6,10,-5,1,1,18,1,-18,-2.7
CC(C)[C@H](NC(=O)c1ccccc1)C(=O)OCC(=O)c1ccc2c(c1)NC(=O)CO2,-2,0,4,-4,4,0,-10,-11,10,0.7
COc1ccc(C)cc1NC(=S)NN1CCN(C)CC1,0,-4,6,0,-6,0,24,-1,-24,1.0
COc1cc(/C=N/NC(=O)Cc2ccccc2)cc([N+](=O)[O-])c1O,1,20,9,0,1,3,17,2,-17,5.6
Cc1ccc(SCC(=O)NC(=O)c2ccccc2Br)c(C)c1,5,-2,4,-4,-6,-3,-2,-15,2,-1.3
S=C(NCC1CCCO1)NC1CC1 (centres undefined),-11,0,13,0,-1,-2,33,1,-33,0.5
CCCCOc1ccc(C(=O)N/N=C/c2cn[nH]c2-c2ccc(OC)c(OC)c2)cc1,-6,-1,31,0,5,-4,-23,10,23,-1.8
COc1ccc(C(=O)NCC23C=CC(O2)C2C(=O)N(Cc4ccccc4)C(=O)C23)cc1 (centres undefined),4,nt,1,-3,4,-2,-30,-14,30,-0.5
Cc1ccc(/C([O-])=C(/C(=S)NCc2ccco2)[n+]2ccccc2)cc1[N+](=O)[O-],-5,1,19,-4,-18,2,-1,-5,1,-0.3
COc1cccc(C(=O)COC(=O)C2CC3CCCC(C2)C3=O)c1 (centres undefined),-4,0,6,-5,-6,2,-11,0,11,-1.2
COc1ccc(C(=O)N2CC3(C)CC2CC(C)(C)C3)cc1 (centres undefined),-3,-5,-5,6,-2,-3,13,8,-13,-0.3
CCOc1ccccc1NC(=S)N(Cc1cc2ccc(C)cc2[nH]c1=O)CC1CCCN1CC (centres undefined),-1,5,nt,-10,-21,2,7,-5,-7,-1.8
Cc1ccccc1NCCC(=O)Nc1ccc(F)cc1,-4,1,-8,0,-2,0,nt,-15,nt,-0.3
COc1ccc(C(=O)NC(C)c2nnc(SCC(=O)NC3CCCCC3)n2C)cc1 (centres undefined),-4,-3,18,-1,-7,-2,nt,5,nt,0.7
COc1ccc(CCNc2nc3c(c(=O)n(C)c(=O)n3C)n2C)cc1OC,6,3,3,-1,-4,0,11,-7,-11,-0.9
COc1ccc(Cl)cc1NC(=O)CN1CCN(C(=O)N2CCOCC2)CC1,8,-2,8,-2,-11,1,4,-7,-4,-2.5
CCN(c1ccccc1)S(=O)(=O)c1cc(C(=O)Oc2ccc3c(C)cc(=O)oc3c2)ccc1C,-2,-2,-5,-3,-6,1,3,-16,-3,-0.7
Cn1ccnc1SCC(=O)c1c[nH]c2ccccc12,3,-3,0,-2,0,0,18,-3,-18,1.3
CC(=O)NCCOc1ccc(C(=O)O)cc1,7,-2,8,2,-6,1,-5,-7,5,-0.5
COc1ccc(C(O)(CCC(C)C)C(CN2CCOCC2)c2ccc(Cl)cc2)cc1 (centres undefined),-2,-1,12,0,-12,-8,14,-15,-14,-2.5
COc1ccccc1C#Cc1ccc2c(=O)c3ccccc3n(C)c2c1,-3,nt,36,-2,-19,-2,-18,-2,18,1.0
Cc1csc(C(=O)O)c1NC(=O)c1cccc([N+](=O)[O-])c1,nt,-4,-11,-1,nt,nt,30,0,-30,0.9
O=C(NCCN1C(=O)C2C3C=CC(C3)C2C1=O)Nc1ccccc1O (centres undefined),-7,nt,-2,-6,-6,0,2,-18,-2,-1.3
CCNC(=S)N(CCc1c(C)[nH]c2ccc(OC)cc12)Cc1cccnc1,-4,11,-7,4,-3,2,-12,-15,12,1.5
Cc1ccc(OCc2ccc(C#N)cc2)c(C(=O)c2cc(C#N)c(=O)n(C3CC3)c2)c1,-1,-5,13,-3,7,0,-32,5,32,-0.6
COCCNC(=S)Nc1ccc2nc(N3CCOCC3)cc(C)c2c1,1,9,4,3,-5,0,-23,-6,23,-1.8
Nc1nc(NCc2ccccc2Cl)n(-c2ccccc2)n1,-1,4,2,3,6,-3,6,-4,-6,2.1
COc1ccc(CNc2nc3c(c(=O)[nH]c(=O)n3C)n2Cc2ccccc2)cc1,-3,-5,6,-1,0,3,10,-9,-10,-1.8
CC1(c2nnc(Cc3ccccc3)o2)CC(c2ccccc2Br)=NO1 (centres undefined),-5,nt,31,3,-4,-7,13,2,-13,0.3
CN(Cc1nc2ccccc2c(=O)[nH]1)C(=O)c1ccccc1OCc1ccc(Cl)cc1,4,-2,-3,1,0,-6,1,-5,-1,-0.7
C=CCn1c(=S)[nH]c2scc(-c3ccco3)c2c1=O,-5,nt,1,9,1,6,2,-8,-2,11
